# TIM10 inh: TIM10 yeast growth inhibition. 330,000 tested, 1.4% active. inhibition, % at 10 µM. S. cerevisiae TIM10 strain growth, BacTiter-Glo luminescence, 24 h. AID 463195;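 active = inhibition of 40% or more at the single tested concentration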;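 also: wild-type TIM10 isogenic control strain grown at permissive 25 °C; 0% = DMSO yeast wells and 100% = minimal medium wells without yeast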
# tim23-1 inh: inhibits growth of tim23-1 mutant yeast; S. cerevisiae tim23-1 growth, BacTiter-Glo luminescence, 24 h; inhibition, % at 20 µM; 330,000 tested, 1.3% active; AID 463212;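 active = growth inhibition of the mutant yeast at or above 50%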;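 also: temperature-sensitive mutant grown at 25 °C; plate controls were DMSO-treated mutant yeast for no effect and medium wells lacking yeast for full effect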
# Jurkat NFkB inh: inhibitors of the PMA/ionomycin-induced NF-kB reporter in Jurkat cells; PMA/ionomycin-induced NF-kB luciferase reporter, luminescence; 330,000 tested, 0.53% active; inhibition, % at 4 µM; in the data active = inhibition above about 50%
# tim10-1 inh: inhibits growth of tim10-1 mutant yeast; S. cerevisiae tim10-1 ts strain growth, BacTiter-Glo, 24 h; inhibition, % at 20 µM; AID 463190; 330,000 tested, 2.2% active;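 active = inhibition of at least 40%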;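 also: mutant grown at 25 °C; 0% = DMSO wells with yeast and 100% = wells holding no yeast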
# Mdm2 MdmX PPI: disrupts the human Mdm2-MdmX interaction | 330,000 tested, 3% active | AID 485346 | SaOS-2 split-luciferase Mdm2/MdmX complementation, luminescence | inhibition, % at 8 µM | O15151+Q00987;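 active = inhibition of at least 50% at 8 µM in the primary screen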
# Target sequence (O15151 whole entry, looked up): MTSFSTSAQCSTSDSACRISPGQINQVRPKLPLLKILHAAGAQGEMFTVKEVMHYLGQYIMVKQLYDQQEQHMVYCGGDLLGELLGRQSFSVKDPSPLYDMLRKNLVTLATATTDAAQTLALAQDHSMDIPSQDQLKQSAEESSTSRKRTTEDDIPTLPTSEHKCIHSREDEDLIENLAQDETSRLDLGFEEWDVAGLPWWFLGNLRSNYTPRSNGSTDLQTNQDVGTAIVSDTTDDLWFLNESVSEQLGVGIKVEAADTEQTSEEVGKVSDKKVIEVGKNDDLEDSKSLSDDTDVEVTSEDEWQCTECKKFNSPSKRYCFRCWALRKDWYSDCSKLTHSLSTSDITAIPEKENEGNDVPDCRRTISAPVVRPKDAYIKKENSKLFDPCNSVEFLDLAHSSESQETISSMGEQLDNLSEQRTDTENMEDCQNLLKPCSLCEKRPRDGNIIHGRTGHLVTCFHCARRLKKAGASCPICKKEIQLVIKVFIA
# Target sequence (Q00987 whole entry, looked up): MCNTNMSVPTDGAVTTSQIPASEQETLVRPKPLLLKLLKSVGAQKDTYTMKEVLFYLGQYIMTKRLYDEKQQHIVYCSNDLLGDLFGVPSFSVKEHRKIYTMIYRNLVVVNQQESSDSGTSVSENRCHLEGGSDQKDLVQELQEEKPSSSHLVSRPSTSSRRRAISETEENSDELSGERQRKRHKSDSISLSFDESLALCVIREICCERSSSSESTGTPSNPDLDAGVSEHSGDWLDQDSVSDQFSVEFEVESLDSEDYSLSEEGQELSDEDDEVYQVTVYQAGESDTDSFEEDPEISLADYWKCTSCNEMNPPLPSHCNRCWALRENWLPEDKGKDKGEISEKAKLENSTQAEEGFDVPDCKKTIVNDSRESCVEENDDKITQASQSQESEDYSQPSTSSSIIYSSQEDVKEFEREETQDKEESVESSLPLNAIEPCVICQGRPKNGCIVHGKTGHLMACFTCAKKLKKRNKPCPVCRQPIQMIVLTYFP
# UPR CHOP act: activators of apoptotic arm of unfolded protein response (CHOP) | CHO-CHOP luciferase reporter, UPR activation, luminescence; percent of tunicamycin response over DMSO baseline | activation, % at 10 µM | 330,000 tested, 0.34% active | AID 449763;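 active = at 10 µM dose, activation of 40% or more, normalized to positive control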;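 also: 100% = tunicamycin at 10 µg/mL and 0% = DMSO alone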
#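 assay system = CHO CHOP reporter cells | amount = 500 CHO-CHOP cells per well | buffer or medium = F12 with 10% FBS | incubation = 16-18 h cell attachment, then 6 h compound exposure, 37 °C | detection = luminescence read with Steady-Glo | read-out = percent activation relative to tunicamycin control | controls = tunicamycin high control, DMSO low control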
# 697 NFkB inh: lowers PMA/ionomycin-induced NF-kB signal in 697 B cells; 697 B-cell NF-kB luciferase reporter, 16 h; inhibition, % at 4 µM; 330,000 tested, 0.33% active; AID 435022; in the data active = inhibition above about 35%
# XBP1 UPR activ: adaptive UPR (XBP1) activation | CHO-XBP1 luciferase reporter, IRE1-XBP1 UPR activation, luminescence; percent of tunicamycin response, DMSO as zero | activation, % at 20 µM | 330,000 tested, 0.33% active;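 active = versus positive control, 20 µM dose yields 30% or more activation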;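 also: 100% = tunicamycin at 10 µg/mL and 0% = DMSO only wells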
#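 Signal: luciferase luminescence; Assay system: CHO-XBP1 luciferase reporter cells; Amount: one thousand reporter cells per well; Dosing: 20 µM single concentration, DMSO 1%; Benchmarks: high control tunicamycin 10 µg/mL final, low control DMSO vehicle only; Schedule: 6 h compound exposure at 37 °C, 5% CO2; Evaluation: percent activation relative to tunicamycin reference.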
# * = called active by the depositor.
SMILES,TIM10 inh,tim23-1 inh,Jurkat NFkB inh,tim10-1 inh,Mdm2 MdmX PPI,UPR CHOP act,697 NFkB inh,XBP1 UPR activ
Cc1nc(SCC(=O)c2cc3ccccc3oc2=O)c(C#N)c(-c2ccccc2)c1C(=O)Nc1ccccc1,9,2,6,11,16,-0.1,4,-1
Cc1ccc(S(=O)(=O)N(C)C)cc1NC(=O)COC(=O)c1n[nH]c(=O)c2ccccc12,7,-5,3,7,-2,-0.5,13,-2
Cn1ncc2c(NNC(=O)Cc3cccc4ccccc34)ncnc21,1,-10,17,6,19,-0.9,-4,-2
CC(NC(=O)c1ccc2ccccc2n1)c1ccc(S(N)(=O)=O)cc1 (stereo unspecified),-8,21,-20,9,-17,1.3,0,-3
CC(C)(C)Nc1c2ccccc2nc2ccccc12,-11,-19,-9,23,29,-0.5,2,1
O=C(CCNS(=O)(=O)c1ccc(Br)cc1)NC1CCCCC1,-14,9,-6,1,5,0.0,-4,2
CCc1c(C(=O)Nc2nnc(C3CC3)s2)csc1C,0,-7,-12,14,-4,2.8,-34,3
C/C(=N/NC(=O)Cc1cccc2ccccc12)c1cccs1,35,18,-2,13,-4,1.5,-23,-2
O=C(Cn1ccc(C(F)(F)F)n1)Nc1cccc(S(=O)(=O)N2CCCCC2)c1,3,-5,11,-3,2,-1.8,-10,-4
COc1cc(S(=O)(=O)N2CCC(O)(c3cccc(C(F)(F)F)c3)CC2)ccc1-n1cnnn1,5,5,-8,12,-15,-2.0,-20,-3
CCOC(=O)c1c(C)[nH]c(C)c1S(=O)(=O)NCc1ccccc1OCC,9,-5,10,1,9,-2.6,17,-5
CC12CCC(=O)N1C(C(=O)NCCc1ccc(F)cc1)CS2 (stereo unspecified),-1,8,7,1,21,2.1,3,-5
Cc1ccc(NC(=O)CCOc2ccccc2)cc1,3,10,-41,-8,-23,5.1,-28,1
CCCN(C(=O)c1ccc(OCC(C)C)cc1)c1c(N)n(Cc2ccccc2)c(=O)[nH]c1=O,7,-2,-17,4,1,-2.2,-13,4
CCOC(=O)c1c(N)n(-c2ccc(N)cc2)c2nc3ccccc3nc12,18,1,6,21,17,-2.0,18,2
CN1C(=O)/C(=C2/C=Cc3ccccc3N2CCCS(=O)(=O)O)SC1=S,6,25,-13,15,-9,-0.2,5,0
COc1ccc(-c2cc(C#N)nc(N3CCNCC3)n2)cc1,-5,3,-2,19,33,2.1,23,3
O=[N+]([O-])c1ccccc1S(=O)(=O)c1ccccc1,4,1,-2,14,-33,-0.1,1,-1
COC(=O)[C@@H]1CC[C@H](C)[C@@H](c2ccc(C)cc2)N1C(=O)c1ccc(/C=N/OCC[C@@H]2C=C[C@H](OC(C)=O)[C@@H](COC(C)=O)O2)cc1,11,18,-9,15,23,-1.9,-13,0
CC(CCc1ccccc1)NC(=O)C1CCN(S(=O)(=O)c2cnc[nH]2)CC1 (stereo unspecified),-3,2,3,-1,4,-1.6,7,0

# In the list so far, 2 have an aryl methoxy group.
SMILES,TIM10 inh,tim23-1 inh,Jurkat NFkB inh,tim10-1 inh,Mdm2 MdmX PPI,UPR CHOP act,697 NFkB inh,XBP1 UPR activ
COc1cc(S(=O)(=O)N2CCC(O)(c3cccc(C(F)(F)F)c3)CC2)ccc1-n1cnnn1,5,5,-8,12,-15,-2.0,-20,-3
COc1ccc(-c2cc(C#N)nc(N3CCNCC3)n2)cc1,-5,3,-2,19,33,2.1,23,3

# The list goes on:
SMILES,TIM10 inh,tim23-1 inh,Jurkat NFkB inh,tim10-1 inh,Mdm2 MdmX PPI,UPR CHOP act,697 NFkB inh,XBP1 UPR activ
COc1cccc(/C=C/C(=O)OCC(=O)NCc2ccc3c(c2)OCO3)c1,5,-5,-5,-7,-8,-1.2,1,0
CSc1ccc(/C=N/NC(=O)CNc2ccc3ccccc3c2)cc1,-11,31,10,46*,19,-0.7,-6,0
CCOC(=O)C1=CN2CCCC[C@@H]2CC1=O,1,-23,9,-17,10,-1.2,18,1
CCOC(=O)C1C(=O)NC(SCC(=O)OC)=C(C#N)C1c1ccccc1OCC (stereo unspecified),7,31,-8,8,9,-2.2,12,-3
CC(c1ccccc1)n1c(N2CCN(C)CC2)nc2c1c(=O)[nH]c(=O)n2C (stereo unspecified),-2,0,-16,7,15,1.2,-10,3
O=C(Nc1ccccc1)OCCOc1ccccc1,10,9,-94,16,-118,1.1,-82,4
O=[N+]([O-])c1cc(S(=O)(=O)O)cc([N+](=O)[O-])c1NN(c1ccccc1)c1ccccc1,4,11,1,18,7,0.5,8,-3
Cc1ccc(CN2CCNC(=O)C2CC(=O)N(C)Cc2cnccn2)cc1 (stereo unspecified),0,13,2,-2,25,1.3,2,-1
Cc1ccc(C)c(NS(=O)(=O)c2ccc(OCC(=O)N3CCCC3)cc2)c1,-13,17,-10,8,-11,-1.1,5,1
CCCCCOc1ccc(C(=O)OCC(=O)Nc2cc(C)c(C)cc2[N+](=O)[O-])cc1,-1,-2,-2,14,-10,-1.5,7,0
CC(C)[C@H](NC(=O)Cc1ccccc1)C(=O)OCc1cc(=O)n2c(n1)sc1ccccc12,8,8,9,15,16,0.8,11,-2
Cc1ccc(-c2cn3cc(C)ccc3n2)cc1,65*,36,25,52*,89*,-9.8,-9,-7
COc1cc2c(cc1OC)/C(=C/C(=O)c1ccc(NC(C)=O)cc1)NCC2,13,24,-7,32,32,-1.6,14,6
O=C(NN=C1C2CC3CC(C2)CC1C3)c1cccs1,0,0,-7,-7,-3,1.8,-1,-1
CCN(C(=O)CC(C)C)c1nnc(Cn2nnc3ccccc32)s1,12,28,13,31,-5,0.9,-20,3
Cc1[nH]c2ccccc2c1/C=N/NC(=O)c1cc(C(C)C)[nH]n1,13,13,-14,5,-32,0.3,-3,1
CCc1ccc(/C=C2/C(=O)N(c3ccccc3)C(=S)N2CC(=O)OC)s1,12,42,6,27,8,-2.9,-23,1
Cc1ccc(Nc2c(-c3ccccc3O)nc3cnccn23)cc1,14,47,2,40*,45,1.4,-14,-1
OC1CCN(c2ncnc3nc[nH]c23)CC1,-3,15,-8,0,19,0.8,11,0
Cc1ccc(Nc2nc(N/N=C/c3c[nH]c4ccccc34)nc(N3CCOCC3)n2)cc1,24,31,89*,17,35,32,27,29
Cc1cc(=O)oc2cc(OCC(=O)NC3CCCCC3)ccc12,-3,2,-9,-17,4,1.0,10,-3
O=C(CN1CCN(c2ccccc2F)CC1)Nc1ccc2c(c1)CCC2,3,20,-4,18,3,0.5,9,-2
COc1ccc(OCC(O)CNS(=O)(=O)c2ccc(C)cc2)cc1 (stereo unspecified),23,25,-22,13,-3,8.8,-42,0
O=C(Nc1ncc2c(n1)CC(c1cccc(Cl)c1)CC2=O)c1ccco1 (stereo unspecified),4,31,12,41*,15,-1.0,-36,-2
O=C(NCc1cccs1)C(=O)NCC(c1ccco1)N1CCN(c2ccccc2)CC1 (stereo unspecified),7,19,-12,14,5,1.7,-1,-5
Cc1ccc2occ(/C=N/NC(=O)c3ccncc3)c(=O)c2c1,3,51*,13,11,40,-0.6,-4,-5
COC(=O)c1cc(S(=O)(=O)N2CCOCC2)ccc1Sc1ccccc1N,8,14,1,14,-14,-0.1,9,3
C=CCc1cccc2cc(C(=O)OCC(=O)c3ccccc3)c(=O)oc12,3,2,-5,11,4,-0.6,4,2
O=C(c1nn2cccnc2c1Cl)N1CCN(c2ccccc2)CC1,1,-9,-9,-17,16,1.5,2,-2
CCOC(=O)N1CCN(C2=Nc3cccc4cccc2c34)CC1,-5,-6,-4,-8,-3,-0.9,18,2

# For reference, some entries already given:
SMILES,TIM10 inh,tim23-1 inh,Jurkat NFkB inh,tim10-1 inh,Mdm2 MdmX PPI,UPR CHOP act,697 NFkB inh,XBP1 UPR activ
CN1C(=O)/C(=C2/C=Cc3ccccc3N2CCCS(=O)(=O)O)SC1=S,6,25,-13,15,-9,-0.2,5,0
COc1ccc(-c2cc(C#N)nc(N3CCNCC3)n2)cc1,-5,3,-2,19,33,2.1,23,3
O=[N+]([O-])c1ccccc1S(=O)(=O)c1ccccc1,4,1,-2,14,-33,-0.1,1,-1
COC(=O)[C@@H]1CC[C@H](C)[C@@H](c2ccc(C)cc2)N1C(=O)c1ccc(/C=N/OCC[C@@H]2C=C[C@H](OC(C)=O)[C@@H](COC(C)=O)O2)cc1,11,18,-9,15,23,-1.9,-13,0
CC(CCc1ccccc1)NC(=O)C1CCN(S(=O)(=O)c2cnc[nH]2)CC1 (stereo unspecified),-3,2,3,-1,4,-1.6,7,0
COc1cccc(/C=C/C(=O)OCC(=O)NCc2ccc3c(c2)OCO3)c1,5,-5,-5,-7,-8,-1.2,1,0
CSc1ccc(/C=N/NC(=O)CNc2ccc3ccccc3c2)cc1,-11,31,10,46*,19,-0.7,-6,0
CCOC(=O)C1=CN2CCCC[C@@H]2CC1=O,1,-23,9,-17,10,-1.2,18,1
CCOC(=O)C1C(=O)NC(SCC(=O)OC)=C(C#N)C1c1ccccc1OCC (stereo unspecified),7,31,-8,8,9,-2.2,12,-3
CC(c1ccccc1)n1c(N2CCN(C)CC2)nc2c1c(=O)[nH]c(=O)n2C (stereo unspecified),-2,0,-16,7,15,1.2,-10,3
O=C(Nc1ccccc1)OCCOc1ccccc1,10,9,-94,16,-118,1.1,-82,4
O=[N+]([O-])c1cc(S(=O)(=O)O)cc([N+](=O)[O-])c1NN(c1ccccc1)c1ccccc1,4,11,1,18,7,0.5,8,-3
Cc1ccc(CN2CCNC(=O)C2CC(=O)N(C)Cc2cnccn2)cc1 (stereo unspecified),0,13,2,-2,25,1.3,2,-1
Cc1ccc(C)c(NS(=O)(=O)c2ccc(OCC(=O)N3CCCC3)cc2)c1,-13,17,-10,8,-11,-1.1,5,1
CCCCCOc1ccc(C(=O)OCC(=O)Nc2cc(C)c(C)cc2[N+](=O)[O-])cc1,-1,-2,-2,14,-10,-1.5,7,0
CC(C)[C@H](NC(=O)Cc1ccccc1)C(=O)OCc1cc(=O)n2c(n1)sc1ccccc12,8,8,9,15,16,0.8,11,-2
Cc1ccc(-c2cn3cc(C)ccc3n2)cc1,65*,36,25,52*,89*,-9.8,-9,-7
COc1cc2c(cc1OC)/C(=C/C(=O)c1ccc(NC(C)=O)cc1)NCC2,13,24,-7,32,32,-1.6,14,6

# High-throughput results deposited in PubChem by Sanford-Burnham Center for Chemical Genomics.

# This is a random part of the collection. About 6.6% of those tested had a hit in this group.
